Bioassay records: PubChem BioAssay, Broad Institute
TcdB inh – inhibitors of Clostridioides difficile toxin B glycohydrolase; P18177; TcdB glycohydrolase enzymatic assay, plate reader; inhibition, % at 9.99 µM; hit rate 0.24% among 350,000; AID 652162; in the data active = inhibition above about 10%
Target sequence (P18177 whole entry, looked up): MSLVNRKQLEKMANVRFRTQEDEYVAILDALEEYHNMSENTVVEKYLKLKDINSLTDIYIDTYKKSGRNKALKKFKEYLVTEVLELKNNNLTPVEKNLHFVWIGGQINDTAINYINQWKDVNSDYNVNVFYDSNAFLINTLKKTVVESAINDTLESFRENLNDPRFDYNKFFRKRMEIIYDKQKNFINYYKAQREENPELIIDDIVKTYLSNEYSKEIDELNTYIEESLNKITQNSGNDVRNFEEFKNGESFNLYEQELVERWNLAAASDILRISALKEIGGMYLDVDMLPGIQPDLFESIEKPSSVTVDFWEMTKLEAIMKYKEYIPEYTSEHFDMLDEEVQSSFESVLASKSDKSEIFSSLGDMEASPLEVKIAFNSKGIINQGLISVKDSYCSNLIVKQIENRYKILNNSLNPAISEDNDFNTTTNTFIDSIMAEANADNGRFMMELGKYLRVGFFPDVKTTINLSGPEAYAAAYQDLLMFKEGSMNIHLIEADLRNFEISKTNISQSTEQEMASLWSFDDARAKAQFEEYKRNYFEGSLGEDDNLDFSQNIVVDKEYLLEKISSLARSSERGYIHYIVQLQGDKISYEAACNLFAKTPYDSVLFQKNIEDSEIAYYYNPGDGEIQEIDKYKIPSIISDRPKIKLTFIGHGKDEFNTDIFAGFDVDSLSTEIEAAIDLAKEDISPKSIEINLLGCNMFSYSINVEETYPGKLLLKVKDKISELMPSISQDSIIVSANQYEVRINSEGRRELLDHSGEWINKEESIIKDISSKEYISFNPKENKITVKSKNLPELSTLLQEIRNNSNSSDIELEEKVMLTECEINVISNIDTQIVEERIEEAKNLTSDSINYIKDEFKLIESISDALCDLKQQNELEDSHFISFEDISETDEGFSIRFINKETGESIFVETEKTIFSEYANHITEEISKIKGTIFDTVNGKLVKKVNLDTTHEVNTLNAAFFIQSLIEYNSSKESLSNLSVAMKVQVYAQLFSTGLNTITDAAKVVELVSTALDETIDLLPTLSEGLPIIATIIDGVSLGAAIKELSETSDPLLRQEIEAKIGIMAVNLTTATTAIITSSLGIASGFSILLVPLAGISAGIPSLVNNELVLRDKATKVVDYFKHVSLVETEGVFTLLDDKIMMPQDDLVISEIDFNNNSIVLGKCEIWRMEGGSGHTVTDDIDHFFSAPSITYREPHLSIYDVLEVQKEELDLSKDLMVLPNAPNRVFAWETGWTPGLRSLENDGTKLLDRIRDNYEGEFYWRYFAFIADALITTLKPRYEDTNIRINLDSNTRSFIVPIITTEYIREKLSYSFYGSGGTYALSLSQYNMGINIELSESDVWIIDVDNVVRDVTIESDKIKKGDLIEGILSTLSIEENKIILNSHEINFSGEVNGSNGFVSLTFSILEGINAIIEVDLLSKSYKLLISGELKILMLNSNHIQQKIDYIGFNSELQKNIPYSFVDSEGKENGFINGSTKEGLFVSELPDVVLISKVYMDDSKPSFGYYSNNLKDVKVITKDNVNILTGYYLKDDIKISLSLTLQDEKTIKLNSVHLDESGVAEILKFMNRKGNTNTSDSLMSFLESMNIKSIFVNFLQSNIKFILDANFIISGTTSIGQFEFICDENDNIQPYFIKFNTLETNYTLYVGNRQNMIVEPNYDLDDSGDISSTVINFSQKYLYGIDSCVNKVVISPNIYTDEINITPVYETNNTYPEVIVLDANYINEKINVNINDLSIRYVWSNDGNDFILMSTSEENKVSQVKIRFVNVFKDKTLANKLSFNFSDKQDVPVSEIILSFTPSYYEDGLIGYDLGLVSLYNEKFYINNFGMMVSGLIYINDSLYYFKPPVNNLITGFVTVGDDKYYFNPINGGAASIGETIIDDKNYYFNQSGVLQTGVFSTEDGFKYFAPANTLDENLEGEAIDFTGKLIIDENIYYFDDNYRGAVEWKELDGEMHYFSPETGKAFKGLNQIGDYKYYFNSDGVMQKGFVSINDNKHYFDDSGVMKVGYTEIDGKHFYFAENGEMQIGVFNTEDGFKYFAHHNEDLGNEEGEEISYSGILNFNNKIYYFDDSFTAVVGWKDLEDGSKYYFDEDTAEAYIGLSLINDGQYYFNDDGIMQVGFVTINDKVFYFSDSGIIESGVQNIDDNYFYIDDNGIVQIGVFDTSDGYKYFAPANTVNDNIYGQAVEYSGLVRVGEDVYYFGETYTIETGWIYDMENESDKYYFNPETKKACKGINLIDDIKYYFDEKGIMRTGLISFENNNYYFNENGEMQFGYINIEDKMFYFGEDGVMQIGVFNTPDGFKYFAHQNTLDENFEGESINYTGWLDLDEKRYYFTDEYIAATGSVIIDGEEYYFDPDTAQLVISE
Numbers without * were called inactive; & = joins results of further samples. Some of the compounds tested. The share of hits here may be higher or lower than overall.

SMILES	TcdB inh
C[C@H]1CN([C@@H](C)CO)C(=O)c2cccc(NC(=O)c3ccncc3)c2O[C@@H]1CN(C)S(=O)(=O)c1ccc(F)cc1	0.9
C[C@H]1CN([C@@H](C)CO)S(=O)(=O)c2ccc(Br)cc2O[C@H]1CN(C)Cc1cccnc1	0.9
COc1ccc2c3c([nH]c2c1)[C@H](CO)N(Cc1ccccc1)CC31CN(C(C)=O)C1	-0.6
Cc1ccc(S(=O)(=O)Nc2ccc3c(c2)C(=O)N([C@@H](C)CO)C[C@H](C)[C@@H](CN(C)C(=O)C2CCCCC2)OCCCC[C@H](C)O3)cc1	-0.1
O=C(C[C@H]1CC[C@@H]2[C@H](COC[C@@H](O)CN2Cc2cc(F)ccc2F)O1)N[C@@H]1CCN(Cc2ccccc2)C1	0.2
C[C@@H]1CN([C@@H](C)CO)C(=O)c2cc(NC(=O)CCCN(C)C)ccc2O[C@@H]1CN(C)Cc1ccc(Oc2ccccc2)cc1	0.8
O=C(C[C@H]1CC[C@H](NC(=O)c2cccnc2)[C@H](CO)O1)NCCN1CCCCC1	-0.4
C#CCN1[C@H](/C=C/C2CC2)[C@H](Cc2ccccc2)OC(=O)[C@@H]1[C@@H]1N[C@@H](C(=O)OC)C(C)(C)S1	0.4
CC(C)NC(=O)N(C)C[C@H]1Oc2cc(-c3cncnc3)ccc2S(=O)(=O)N([C@H](C)CO)C[C@@H]1C	-0.6
C/C=C/c1cnc2c(c1)C(=O)N([C@H](C)CO)C[C@@H](C)[C@H](CN(C)C(=O)NC1CCCC1)O2	1.1
C[C@@H]1CN([C@@H](C)CO)C(=O)c2cccc(NC(=O)c3ccc(-c4nccs4)cc3)c2O[C@H]1CN(C)S(=O)(=O)c1cn(C)cn1	0.2
COc1ccc(NC(=O)Nc2ccc3c(c2)[C@@H]2C[C@H](CC(=O)N[C@@H](C)c4ccccc4)O[C@@H](CO)[C@@H]2O3)cc1	-1.6
C[C@@H]1CN([C@@H](C)CO)C(=O)Cc2cc(NC(=O)CCCCCC(=O)Nc3ccccc3N)ccc2O[C@H]1CN(C)C(=O)NC1CCCCC1	-0.9
CO[C@H]1CN(C)C(=O)c2ccc(NC(=O)Nc3ccccc3F)cc2OC[C@@H](C)N(Cc2ccccc2C(=O)O)C[C@@H]1C	0.3
C[C@@H]1CN([C@H](C)CO)C(=O)c2cc(NC(=O)Nc3cccc4ccccc34)ccc2O[C@@H]1CN(C)Cc1ccc(Oc2ccccc2)cc1	1.2
CC=Cc1ccc2n(c1=O)C[C@H]1[C@H](CO)[C@@H](C(=O)NCC3CCCCC3)[C@@H]2N1C(=O)CC (mixture of isomers)	1.5
CN(C)CC(=O)Nc1ccc2c(c1)[C@H]1C[C@H](CC(=O)NC3CCCC3)O[C@H](CO)[C@H]1O2	-0.4
CO[C@@H]1CN(C)C(=O)c2cc(NC(=O)Nc3c(C)noc3C)ccc2OC[C@H](C)N(C)C[C@H]1C	-0.7
COc1cccc(C#Cc2ccc([C@H]3[C@@H](CO)N4C(=O)CN(C(=O)Cc5ccccc5)C[C@H]34)cc2)c1	-0.8
C[C@@H]1CN([C@@H](C)CO)C(=O)c2cc(N(C)C)ccc2O[C@H]1CN(C)Cc1ccc2c(c1)OCO2	-1.2
COc1cccc(NC(=O)N[C@H]2C=C[C@@H](CC(=O)N3CCCCC3)O[C@H]2CO)c1	-1.1
CC(C)N1C(=O)[C@@]2(Cc3ccccc31)c1ccccc1C(=O)N(Cc1ccccc1)[C@H]2c1ccc(CO)cc1	0.1
COCC(=O)N1[C@H](CO)[C@H](c2ccc(-c3ccccc3)cc2)C12CN(C(C)=O)C2	0.7
CC(=O)N1CC2(C1)[C@H](c1ccc(-c3cccc(F)c3)cc1)[C@@H](CO)N2CC1CC1	0.3
COCC(=O)N1C[C@H]2[C@@H](c3ccccc31)[C@@H](CO)N2C(=O)c1ccncc1	0.2

New compounds follow:
SMILES	TcdB inh
CCCN1[C@H](C(=O)NC2Cc3ccccc3C2)[C@@H](CO)[C@@H]2Cn3c(ccc(C4=CCCCC4)c3=O)[C@@H]21	0.0
COc1cccc(C#Cc2ccc3c(c2)[C@@H]2[C@@H](CCN2S(=O)(=O)c2ccccc2)[C@H](CO)N3)c1	-0.4
COc1ccc(S(=O)(=O)Nc2ccc3c(c2)C(=O)N([C@@H](C)CO)C[C@H](C)[C@H](CN(C)C(=O)NC2CCCCC2)OCCCC[C@H](C)O3)cc1	-0.5
C[C@H]1CN([C@@H](C)CO)C(=O)c2cc(NC(=O)NC3CCCCC3)ccc2O[C@@H]1CN(C)C(=O)Nc1cccc2ccccc12	-0.9
C[C@H]1CN([C@@H](C)CO)S(=O)(=O)c2ccc(C#CC3CCCC3)cc2O[C@@H]1CN(C)C(=O)C1CC1	-0.4
CO[C@H]1CN(C)C(=O)c2ccc(NC(C)=O)cc2OC[C@@H](C)N(C(=O)CN2CCOCC2)C[C@@H]1C	-0.4
CCC(=O)N1C[C@H](C)[C@@H](OC)CN(C)C(=O)c2cc(NC(=O)COC)ccc2OC[C@H]1C	0.0
CC(C)C(=O)Nc1ccc2c(c1)C(=O)N(C)[C@H]1CC[C@@H](CC(=O)NCC3CC3)O[C@@H]1CO2	-2.0
COc1ccc(S(=O)(=O)N(C)C[C@H]2OCCCC[C@H](C)Oc3ccc(NC(=O)CCCN(C)C)cc3C(=O)N([C@@H](C)CO)C[C@@H]2C)cc1	0.9
Cc1ccccc1-c1ccc2c(c1)O[C@@H](CN(C)Cc1ccncc1)[C@@H](C)CN([C@H](C)CO)S2(=O)=O	1.3
COCC(=O)N1CC(=O)N2[C@@H](CO)[C@@H](c3ccc(C#CC(C)C)cc3)[C@@H]2C1	0.7
CN1CCN(C(=O)C[C@H]2CC[C@@H]3[C@@H](COc4ccc(NC(=O)C5CC5)cc4C(=O)N3C)O2)CC1	0.3
CO[C@H]1CN(C)C(=O)c2cc(NC(=O)c3nc4ccccc4s3)ccc2OC[C@H](C)NC[C@@H]1C	0.1
C=CC[C@]12N=C(c3ccc(OCCCO)cc3)O[C@H]1c1ccccc1CN(C(=O)c1ccccc1)C2=O	1.1
CN1C(=O)c2cc(NC(=O)c3ccccc3)ccc2OC[C@@H]2O[C@H](CC(=O)NC3CCCC3)CC[C@H]21	0.4
CO[C@@H]1CN(C)C(=O)c2ccc(NC(=O)c3cnccn3)cc2OC[C@H](C)N(C(C)=O)C[C@H]1C	-0.1
CC(=O)N(C)C[C@@H]1Oc2cc(C3=CCCC3)ccc2S(=O)(=O)N([C@@H](C)CO)C[C@@H]1C	0.7
C[C@H]1CN([C@@H](C)CO)C(=O)c2cc(NC(=O)CCCN(C)C)ccc2O[C@@H]1CN(C)CC1CCCCC1	-1.5
CO[C@@H]1CN(C)C(=O)c2cc(NC(C)=O)ccc2OC[C@@H](C)N(CCc2ccccc2)C[C@H]1C	-1.3
C[C@H]1CN([C@@H](C)CO)C(=O)c2cccc(NC(=O)c3ccncc3)c2O[C@@H]1CN(C)CC1CC1	0.7
CC(=O)NC[C@@H]1[C@@H](c2ccc(-c3ccccc3)cc2)[C@H](CO)N1C(=O)C1CC1	1.0
COc1ccccc1-c1ccc([C@H]2[C@H]3CN(C(=O)c4cccnc4)CCCCN3[C@H]2CO)cc1	0.3
CC(=O)N(C)C[C@@H]1Oc2cc(C#C[C@H](C)O)ccc2S(=O)(=O)N([C@@H](C)CO)C[C@@H]1C	0.2
CO[C@@H]1CN(C)C(=O)c2ccc(NC(=O)c3ccc(F)cc3)cc2OC[C@@H](C)N(C(=O)c2ccc(F)cc2)C[C@H]1C	-11
C[C@@H]1CCCCO[C@H](CN(C)C(=O)Nc2ccccc2)[C@H](C)CN([C@@H](C)CO)C(=O)c2cc(NC(=O)NC3CCCCC3)ccc2O1	0.9

Continued:
SMILES	TcdB inh
C[C@H](CO)N1C[C@H](C)[C@H](CN(C)C(=O)[C@H](Cc2ccccc2)N(C)C)OCc2ccccc2-c2c(n(C)c3ccccc23)C1=O	-2.0
CO[C@@H]1CN(C)C(=O)c2cc(NC(=O)C3CCCC3)ccc2OC[C@@H](C)N(C)C[C@@H]1C	0.0
CNC[C@@H]1Oc2ccc(NC(=O)Cc3cn(C)c4ccccc34)cc2CC(=O)N([C@@H](C)CO)C[C@H]1C	0.4
O=S(=O)(c1cccc(Cl)c1)N1[C@@H]2CNC[C@H]1C2c1ccc(-c2ccncc2)cc1 (some centres undefined)	-0.3&-3.3
CCC(=O)N1[C@@H]2c3ccc(/C=C/c4ccccc4)c(=O)n3C[C@H]1[C@H](CO)[C@H]2C(=O)N1CCOCC1	-0.8
C[C@@H]1CCCCO[C@H](CN(C)C(=O)NC2CCCCC2)[C@H](C)CN([C@H](C)CO)C(=O)c2cc(NC(=O)NC3CCCCC3)ccc2O1	-1.3
C[C@@H]1CCCCO[C@H](CN(C)S(C)(=O)=O)[C@H](C)CN([C@@H](C)CO)C(=O)c2cc(NC(=O)c3ccccc3)ccc2O1	-2.2
O=C(OC(C(=O)NCc1ccccc1)c1cccs1)c1ccccc1 (centres undefined)	-0.6
C[C@@H]1CCCCO[C@@H](CN(C)Cc2ccc(C(F)(F)F)cc2)[C@H](C)CN([C@H](C)CO)C(=O)c2cc(NS(=O)(=O)c3cccs3)ccc2O1	-0.6
COc1ccc(S(=O)(=O)Nc2ccc3c(c2)C(=O)N([C@@H](C)CO)C[C@H](C)[C@H](CN(C)S(C)(=O)=O)O3)cc1	-2.2
CCC(=O)Nc1ccc2c(c1)OC[C@H](C)N(CC1CCOCC1)C[C@@H](C)[C@@H](OC)CN(C)C2=O	-0.4
C[C@@H]1CN([C@@H](C)CO)C(=O)c2cc(NC(=O)c3ccncc3)ccc2O[C@H]1CN(C)C	-0.4
C[C@@H]1CN([C@H](C)CO)C(=O)Cc2cc(NS(=O)(=O)c3cn(C)cn3)ccc2O[C@H]1CN(C)C(=O)Nc1ccccc1	-1.5
O=C(C[C@H]1C[C@@H]2c3cc(NC(=O)Nc4ccc(C(F)(F)F)cc4)ccc3O[C@@H]2[C@H](CO)O1)NCc1ccccn1	1.1
COc1ccc(CN(C)C[C@H]2OCCCC[C@H](C)Oc3ccc(NS(=O)(=O)c4cn(C)cn4)cc3C(=O)N([C@H](C)CO)C[C@@H]2C)cc1	0.8
CC=Cc1ccc2n(c1=O)C[C@@H]1[C@@H](CO)[C@H](C(=O)NCC3CC3)N(CCC)[C@H]21 (mixture of isomers)	-0.5
C[C@H]1CN([C@@H](C)CO)C(=O)Cc2cc(NC(=O)CCC(F)(F)F)ccc2O[C@@H]1CN(C)C(=O)Nc1cccc2ccccc12	-0.7
COc1ccc(CN(C)C[C@@H]2Oc3ccc(NC(=O)C4CC4)cc3CC(=O)N([C@@H](C)CO)C[C@@H]2C)cc1	-1.3
C[C@@H]1CN([C@H](C)CO)C(=O)c2cc(C#C[C@@H](C)O)cnc2O[C@H]1CN(C)C(=O)Nc1ccc(C(F)(F)F)cc1	2.0
C[C@@H]1CCCCO[C@H](CN(C)Cc2ccccc2)[C@H](C)CN([C@H](C)CO)C(=O)c2cc(NS(=O)(=O)c3cn(C)cn3)ccc2O1	-4.0
C[C@@H]1CCCCO[C@@H](CN(C)S(C)(=O)=O)[C@@H](C)CN([C@H](C)CO)C(=O)c2cc(NS(=O)(=O)c3cccs3)ccc2O1	1.2
COc1ccc(S(=O)(=O)N(C)C[C@@H]2OCCCC[C@@H](C)Oc3ccc(NC(=O)CCC(F)(F)F)cc3C(=O)N([C@@H](C)CO)C[C@H]2C)cc1	-0.6
O=C(Cc1ccccn1)N1CC[C@@H]2[C@H](CO)Nc3ccc(-c4cccc(F)c4)cc3[C@@H]21	-0.4
Cc1ccccc1S(=O)(=O)NCC[C@@H]1CC[C@@H](NC(=O)C2CCCC2)[C@H](CO)O1	1.5
C[C@H](CO)N1C[C@H](C)[C@H](CN(C)C)Oc2ncc(-c3ccc(F)cc3)cc2C1=O	0.5
CC=Cc1ccc2n(c1=O)C[C@@H]1[C@@H](CO)[C@H](C(=O)NCCC)[C@H]2N1C(=O)C1CC1 (mixture of isomers)	0.3
CCCN(C)C[C@@H]1OCCCC[C@@H](C)Oc2ccc(NS(=O)(=O)c3cn(C)cn3)cc2C(=O)N([C@@H](C)CO)C[C@@H]1C	-1.2
C[C@@H]1CN([C@H](C)CO)S(=O)(=O)c2ccc(C3=CCCC3)cc2O[C@@H]1CN(C)S(=O)(=O)c1ccc(F)cc1	0.0
C[C@@H]1CN([C@H](C)CO)C(=O)c2cc(-c3cccc(F)c3)cnc2O[C@@H]1CN(C)C(=O)C1CCC1	-0.4
CCCN(C)C[C@@H]1Oc2ncc(-c3cc4ccccc4o3)cc2C(=O)N([C@H](C)CO)C[C@@H]1C	1.7

6 structures already listed, ordered by count of non-hydrogen atoms, descending:
SMILES	TcdB inh
COc1ccc(CN(C)C[C@H]2OCCCC[C@H](C)Oc3ccc(NS(=O)(=O)c4cn(C)cn4)cc3C(=O)N([C@H](C)CO)C[C@@H]2C)cc1	0.8
CO[C@@H]1CN(C)C(=O)c2ccc(NC(=O)c3ccc(F)cc3)cc2OC[C@@H](C)N(C(=O)c2ccc(F)cc2)C[C@H]1C	-11
CCC(=O)Nc1ccc2c(c1)OC[C@H](C)N(CC1CCOCC1)C[C@@H](C)[C@@H](OC)CN(C)C2=O	-0.4
C#CCN1[C@H](/C=C/C2CC2)[C@H](Cc2ccccc2)OC(=O)[C@@H]1[C@@H]1N[C@@H](C(=O)OC)C(C)(C)S1	0.4
CO[C@@H]1CN(C)C(=O)c2cc(NC(=O)C3CCCC3)ccc2OC[C@@H](C)N(C)C[C@@H]1C	0.0
COc1cccc(NC(=O)N[C@H]2C=C[C@@H](CC(=O)N3CCCCC3)O[C@H]2CO)c1	-1.1

5 neighbouring entries from above, for reference:
SMILES	TcdB inh
C[C@H](CO)N1C[C@H](C)[C@H](CN(C)C(=O)[C@H](Cc2ccccc2)N(C)C)OCc2ccccc2-c2c(n(C)c3ccccc23)C1=O	-2.0
CO[C@@H]1CN(C)C(=O)c2cc(NC(=O)C3CCCC3)ccc2OC[C@@H](C)N(C)C[C@@H]1C	0.0
CNC[C@@H]1Oc2ccc(NC(=O)Cc3cn(C)c4ccccc34)cc2CC(=O)N([C@@H](C)CO)C[C@H]1C	0.4
O=S(=O)(c1cccc(Cl)c1)N1[C@@H]2CNC[C@H]1C2c1ccc(-c2ccncc2)cc1 (some centres undefined)	-0.3&-3.3
CCC(=O)N1[C@@H]2c3ccc(/C=C/c4ccccc4)c(=O)n3C[C@H]1[C@H](CO)[C@H]2C(=O)N1CCOCC1	-0.8
